# Source: PubChem BioAssay
# TrxR1 substrate – qHTS Assay for Substrates of Mammalian Selenoprotein Thioredoxin Reductase 1 (TrxR1): qHTS. Thioredoxin reductase 1, cytoplasmic (Rattus norvegicus), O89049. purified TrxR1 substrate turnover, NADPH consumption readout. AID 588456, 2011. 0.01% of 390,000 active. Potency, µM (highest dose often 114 µM), inactives show at the highest dose activity change, negative = substrate turnover; also: potency is read from the fitted curve at half-maximal effect; % is scaled to controls: 0 for no effect and ±100 for the full control effect; nearly all actives have a fitted effect of over 50% in size
# Target sequence (O89049 whole entry, looked up): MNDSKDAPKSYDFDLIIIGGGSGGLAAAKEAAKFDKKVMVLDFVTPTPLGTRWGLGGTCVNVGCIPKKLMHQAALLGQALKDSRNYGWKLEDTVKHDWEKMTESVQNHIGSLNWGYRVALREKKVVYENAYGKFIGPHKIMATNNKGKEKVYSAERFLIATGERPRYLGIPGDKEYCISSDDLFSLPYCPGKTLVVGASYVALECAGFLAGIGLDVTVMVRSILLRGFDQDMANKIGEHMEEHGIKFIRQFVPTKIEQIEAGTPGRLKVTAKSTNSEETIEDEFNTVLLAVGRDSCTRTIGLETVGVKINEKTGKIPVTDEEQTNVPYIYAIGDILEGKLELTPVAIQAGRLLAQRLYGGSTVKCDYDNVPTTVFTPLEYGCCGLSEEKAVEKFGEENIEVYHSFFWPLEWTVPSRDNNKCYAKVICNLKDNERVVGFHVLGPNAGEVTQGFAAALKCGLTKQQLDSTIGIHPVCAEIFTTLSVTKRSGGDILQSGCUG
#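 Rat TrxR1, dispensed at 90 nM, was prereduced with 400 uM NADPH (final) for 5 min at ~22 deg C, then incubated with compound 15 min before 400 uM selenite. A first-read NADPH fluorescence drop versus no-compound background flagged substrates.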
# mIDH1 inhibitor – qHTS for Inhibitors of mutant isocitrate dehydrogenase 1 (IDH1): qHTS | AID 602179, 2012 | 0.093% of 390,000 active | Isocitrate dehydrogenase [NADP] cytoplasmic (Homo sapiens), O75874 | Potency, µM (doses to about 76.6 µM), for inactives: at the highest dose activity change, negative = inhibition, usual class: inhibitors | IDH1-R132H enzyme, NADPH consumption, diaphorase/resazurin fluorescence; also: potency is read from the fitted curve at half-maximal effect; % is scaled to controls: 0 for no effect and ±100 for the full control effect; nearly all actives have a fitted effect of over 65% in size
#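 IDH1-R132H (0.5 ug/mL) preincubated 30 min with compound, then NADPH (0.016 mM) and alpha-KG (2 mM) added; 80 min at RT, pH 7.5. Remaining NADPH coupled via diaphorase/resazurin to fluorescence (540/590 nm); concentration-response curves normalized to no-enzyme control.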
# Pin1 inh – qHTS Assay to Find Inhibitors of Pin1. Peptidyl-prolyl cis-trans isomerase NIMA-interacting 1 (Homo sapiens), Q13526. Pin1 FP peptide displacement, HiFluor488, 10 min. Potency, µM (doses to about 115 µM), without a hit: at the highest dose activity, negative = inhibition, actives largely listed as inhibitors. 0.009% of 390,000 active; active = well fitted inhibition curve with a large enough effect in the polarisation, with a control signal flat, not every such curve was filed as active; inconclusive = small, poorly fitted or top-dose-only effect, or effect the other way, or a change in a side signal; inactive = no such curve, though single readings can be large or run the other way; the % refers to the polarisation; also: potency is read from the fitted curve at half-maximal effect; % is scaled to controls: 0 for no effect and ±100 for the full control effect
# Target sequence (Q13526 whole entry, looked up): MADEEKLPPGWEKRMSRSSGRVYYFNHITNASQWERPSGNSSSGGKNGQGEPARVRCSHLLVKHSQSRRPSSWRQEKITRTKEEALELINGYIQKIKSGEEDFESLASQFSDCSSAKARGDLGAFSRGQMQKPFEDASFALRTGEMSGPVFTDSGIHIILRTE
# D2 agonist – HTS Assay for Allosteric Agonists of the Human D2 Dopamine Receptor: Primary Screen for Agonists. 0.53% of 340,000 active. HEK293 T-REx D2 cells, calcium flux agonist mode. activation, % at 2 µM;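 active = activation over 3 SD above normal in the single-dose calcium agonist read, cut at about 30% in these data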; also: 0% is about no effect
#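 HEK293 Trex D2 cells, tetracycline-induced, o/n 30 C 5% CO2; no-wash Ca dye, RT 30–90 min; 10-cycle baseline, 23 nl cpd added, kinetic Ca read 180 s; agonist hits = positive Ca response.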
# TRHR ag – qHTS for Small Molecule Agonists and Allosteric Enhancers of Human TRH Receptor: Primary Screen for Agonists. TRHR cells, calcium flux fluo-8, FDSS agonist mode. activation, % at 2 µM. 0.18% of 360,000 active; in the data active = activation above about 30%; also: 0% is about no effect
# Target sequence (P34981 whole entry, looked up): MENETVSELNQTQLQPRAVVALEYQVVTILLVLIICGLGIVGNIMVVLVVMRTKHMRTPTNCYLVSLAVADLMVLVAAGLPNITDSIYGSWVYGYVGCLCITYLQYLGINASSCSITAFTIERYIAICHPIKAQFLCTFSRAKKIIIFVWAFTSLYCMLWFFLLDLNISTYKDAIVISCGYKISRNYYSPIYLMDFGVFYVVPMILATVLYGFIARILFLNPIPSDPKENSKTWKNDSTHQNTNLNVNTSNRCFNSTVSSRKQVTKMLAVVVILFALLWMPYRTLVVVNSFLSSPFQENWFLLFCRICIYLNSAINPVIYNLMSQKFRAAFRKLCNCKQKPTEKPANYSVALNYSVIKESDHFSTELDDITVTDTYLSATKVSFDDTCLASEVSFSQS
#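 In this calcium-flux screen, cells bearing human TRHR are dye-loaded with fluo-8, baselined for 10 cycles, then exposed to library compounds; positive kinetic calcium responses during the agonist phase mark hits, with TRH as control.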
# USP1 inh – Inhibitors of USP1/UAF1: Primary Screen; recombinant USP1/UAF1, Ub-Rhodamine cleavage fluorescence; Potency, µM (doses to about 57.1 µM), inactives show at the top dose activity change, negative = inhibition, actives largely listed as inhibitors; 0.23% of 390,000 active; also: potency is read from the fitted curve at half-maximal effect; % is scaled to controls: 0 for no effect and ±100 for the full control effect; nearly all actives have a fitted effect of over 60% in size; inactives centre near -12
#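 High-throughput fluorogenic screen: 1nM USP1/UAF1 complex, Ub-Rho substrate 150nM final, 50mM HEPES pH 7.8 with 0.5mM EDTA, 0.1 mg/ml BSA, 1mM TCEP and 0.01% Tween-20.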
# D2 antagonist – HTS Assay for Allosteric Antagonists of the Human D2 Dopamine Receptor: Primary Screen for Antagonists; HEK293 TREx D2 cells, calcium flux, dopamine EC80; inhibition, % at 10 µM; 2% of 340,000 active; AID 485344, 2010; in the data active = inhibition above about 30%; also: 0% is about no effect
#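 Calcium mobilization kinetics were recorded at 1 s intervals in tetracycline-induced HEK293 T-REx D2 cells, first for 180 s after compound addition and then 180 s after EC80 dopamine.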
# TRHR PAM – qHTS for Small Molecule Agonists and Allosteric Enhancers of Human TRH Receptor: Primary Screen for Enhancers | Thyrotropin-releasing hormone receptor (Homo sapiens), P34981 | TRHR cells, fluo-8 calcium fluorescence, EC20 TRH enhancement | enhancement, % at 2 µM | 0.66% of 360,000 active; in the data active = enhancement above about 30%; also: 0% is about no effect
#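 Enhancer read-out: after compound pinning and an initial kinetic agonist-mode read, an EC20 of TRH (10 nM final) was injected and fluo-8 calcium signal (Ex 480/Em 530) followed at 1 s/cycle for 100 cycles in TRHR-expressing cells.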
# TrxR1 inh – qHTS Assay for Inhibitors of Mammalian Selenoprotein Thioredoxin Reductase 1 (TrxR1): qHTS | recombinant rTrxR1, NADPH fluorescence consumption, selenite substrate | 1% of 390,000 active | Potency, µM (top dose mostly 114 µM), inactives show at the top dose activity change, negative = inhibition, most hits filed as inhibitors | Thioredoxin reductase 1, cytoplasmic (Rattus norvegicus), O89049; also: potency is read from the fitted curve at half-maximal effect; % is scaled to controls: 0 for no effect and ±100 for the full control effect; nearly all actives have a fitted effect of over 65% in size
#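 Rat TrxR1 (90 nM in the dispensed reagent) was pre-reduced with 400 uM NADPH for 5 min at room temperature, then incubated with compound for 15 min. After 400 uM selenite was added, NADPH fluorescence (Ex 340/Em 450 nm) was followed for 8 min.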
# Starred values were filed as active, the others as inactive; ? = inconclusive; / = no result given; [ ] = remark or other dose. Unless noted, calls follow the shape of the dose curve; as a rule, active = well fitted inhibition curve with a large enough effect; inconclusive = small, poorly fitted or top-dose-only effect; inactive = no such curve, though single readings can be large or run the other way.
SMILES,TrxR1 substrate,mIDH1 inhibitor,Pin1 inh,D2 agonist,TRHR ag,USP1 inh,D2 antagonist,TRHR PAM,TrxR1 inh
O=C(NNC(=O)c1ccc([N+](=O)[O-])cc1)c1ccc(F)cc1,6.7%,4.2%,-7.1%,/,/,-11.7%,/,/,16.2%
CCCS(=O)(=O)N1CCN(C(=O)COc2ccc(OC)cc2)CC1,-0.2%,10.4%,3.0%,0.5,-0.3,-4.4%,-9.8,2.0,15.8%
C=CCOc1ccc(C=NNc2ccc(S(=O)(=O)Nc3ccccc3C(=O)O)cc2[N+](=O)[O-])cc1OC,-7.9%,-6.9%,/,/,/,?,/,/,-11.1%
O=C(NC(=O)N1CCN(c2ccccc2F)CC1)c1ccccc1,7.2%,10.1%,-5.7%,14.9,0.2,-1.9%,10.0,2.2,11.1%
CCOC(=O)c1c(-c2ccc(-c3ccccc3)cc2)csc1NC(=O)CCC(=O)O,8.2%,20.7%,?,-0.1,-0.4,-24.8%,-1.0,0.8,7.9%
CCC(C#CCN1CCCCC1)(CC)OCCC#N,0.7%,7.6%,1.0%,0.2,0.0,-23.0%,5.6,-8.7,15.8%
Cc1cc(C(F)F)n2nc(C(=O)Nc3ccc(S(=O)(=O)N4CCCCCC4)cc3)nc2n1,7.4%,2.4%,5.3%,/,/,-6.4%,/,/,1.5%[57.1 µM]
C/C(=N\NC(=O)C(=O)Nc1c(C)n(C)n(-c2ccccc2)c1=O)c1ccc(Cl)s1,-10.5%,-1.1%,-2.7%,-0.4,-1.4,-16.5%,9.9,1.7,-8.9%
Cc1cc(C)n2nc(C(=O)N/N=C/c3ccc(O)cc3)nc2n1,-12.8%,12.7%,1.4%,-0.3,-0.1,-14.8%,6.1,3.3,-0.3%
CCCn1c(CCl)nc2cc(S(=O)(=O)N3CCOCC3)ccc21,5.3%[57.1 µM],6.8%,-11.7%,/,/,3.0%,/,/,9.3%[2.29 µM]
CCn1ccnc1CNC(=O)CC1C(=O)NCCN1Cc1ccc(F)cc1Cl (configuration not stated),3.7%,-11.7%,-24.5%,-0.6,0.3,-15.1%,-4.8,3.9,-11.4%
CC(=O)C1C(=O)c2c(cccc2[N+](=O)[O-])C1=Nc1cccc(Cl)c1 (configuration not stated),3.5%[57.1 µM],3.6%,?,-0.7,-0.2,-13.8%,-0.5,0.6,-8.0%[57.1 µM]
CSc1nc2sc3c(c2c(=O)n1-c1ccccc1C)CCCC3,-11.0%[57.1 µM],5.9%,-0.2%,1.1,-0.4,?,/,0.2,-14.8%[57.1 µM]
O=C(CSc1ncn(-c2ccccc2)n1)Nc1nc2ccccc2s1,9.7%,1.6%,5.8%,-0.1,-0.4,-19.4%,3.4,-3.4,18.1%
COc1ccccc1/C=C1/SC(=S)N(C(C)C(=O)NC2C=CS(=O)(=O)C2)C1=O (configuration not stated),0.0%,14.5%,7.0%,0.3,0.5,-12.2%,-1.6,-11.3,18.8%
OCCN(CCO)CC(O)COc1ccc2c(c1)OCO2 (configuration not stated),8.6%,15.4%,8.3%,0.7,-0.1,-16.8%,-3.3,11.9,11.5%[57.1 µM]
Cc1cc(C(=O)NCc2cccnc2)n(-c2ccccc2)n1,2.0%,2.0%,-4.1%,0.3,0.1,-16.0%,-17.0,-0.8,5.5%
COc1ccc(CNC(=O)C(c2ccncc2)N(C(=O)Cc2cccs2)c2ccccc2C)cc1 (configuration not stated),-3.4%,-7.3%,1.0%,0.3,-0.6,-10.1%,13.1,-1.1,-13.3%
CN(C)C(CNC(=O)C1CCN(S(=O)(=O)c2ccccc2C(F)(F)F)CC1)Cc1ccccc1 (configuration not stated),0.3%,4.1%,-2.4%,0.6,0.0,-16.0%,-10.4,10.3,7.7%
C/C(=N\NC(=O)NC1CCCCC1)C1CCCCC1,-15.4%,3.5%,-7.4%,1.2,0.0,1.3%,-0.4,4.9,-14.4%
Cc1ccc(/C=C/C(=O)O)cc1S(=O)(=O)NCCCO,8.7%[57.1 µM],-1.0%,-8.6%,/,0.1,-17.5%,/,-4.5,15.8%[57.1 µM]
N#Cc1ccc(CN2CCN(C(=O)CNC(=O)Cc3cccc4ccccc34)CC2)cc1,-2.1%,-6.4%,-2.4%,-0.2,-0.1,-14.0%,-5.7,-6.7,-19.4%
CCOC(=O)C1CCCN(Cc2ccc(-c3ccccc3)cc2)C1 (configuration not stated),2.5%,18.4%,-8.7%,1.7,-0.5,-21.0%,57.9*,2.1,19.2%
Cc1ccc(-c2nn3c(C)nnc3c3ccccc23)cc1S(=O)(=O)NCCN1CCOCC1,11.7%,1.7%,-3.2%,0.1,-0.2,-12.9%,22.4,-1.2,9.7%
Cc1ccc(N(Cc2cccs2)C(=O)COc2cccc(C)c2)cc1,1.8%,-4.4%,-3.6%,-1.2,0.9,-16.9%,/,2.2,21.5%
CN(c1ccc2nc3ccccc3c(=O)n2n1)C1CCCCC1,3.1%,-2.4%,55.8%[activator],-0.3,-0.5,-7.3%,-5.3,18.6,15.9%
CCN(CC)c1nc(NN)nc(Nc2ccc(C)c(Cl)c2)n1,1.3%[57.1 µM],4.9%,0.2%,/,/,-16.6%,/,/,10.3%[57.1 µM]
CCc1ccc(N(C(=O)c2ccco2)C(C(=O)NC2CCCC2)c2cccnc2)cc1 (configuration not stated),-1.8%[57.1 µM],16.0%,-1.1%,/,-1.0,-1.9%,/,-3.4,-6.2%[57.1 µM]
Cc1ccc2c(C(=O)CN3CCCC3)c(C)[nH]c2c1,13.0%[57.1 µM],-1.5%,3.6%,0.6,0.5,-6.5%,-1.3,3.6,-51.9%
O=C(O)CCN1c2cccc3cccc(c23)S1(=O)=O,12.5%,-2.8%,-2.2%,-0.1,0.1,-9.1%,6.5,-2.3,-1.9%
CC1CCCC(C)N1C(=O)COc1ccc(-c2nnco2)cc1 (configuration not stated),-5.2%,-6.1%,2.3%,-1.3,0.6,-8.2%,-14.7,-5.9,-12.0%
CCC1SC(=Nc2cccc(C)c2)NC1=O (configuration not stated),1.5%,-9.0%,-2.7%,1.5,-0.5,-6.1%,-11.5,-13.1,9.3%
COC(=O)[C@H]1C[C@H](C(=O)O)[C@@H](C)C1(C)C,-1.9%[57.1 µM],-0.9%,2.1%,0.7,-0.1,20.5%,5.0,-4.3,-7.1%[57.1 µM]
CCOc1ccccc1NC(=O)N1CCC(n2nnc3cc(C)ccc32)CC1,-2.1%[57.1 µM],-0.6%,0.5%,0.3,0.5,3.9%,-11.8,-1.9,15.9%[57.1 µM]
COc1ccc(C2NC(=O)N(C)C3=C2C(=O)N(c2cccc(C(=O)O)c2)C3)cc1 (configuration not stated),2.0%,29.2%,-1.2%,0.0,3.8,-9.8%,/,3.3,8.8%
CN1CC(=O)N(CC(=O)Nc2ccc(N(C)C)cc2)c2ccccc2C1=O,-4.9%,11.1%,3.7%,0.2,0.9,-16.3%,16.5,-0.5,-24.3%

# 4 entries drawn at random from those above:
SMILES,TrxR1 substrate,mIDH1 inhibitor,Pin1 inh,D2 agonist,TRHR ag,USP1 inh,D2 antagonist,TRHR PAM,TrxR1 inh
CCOC(=O)c1c(-c2ccc(-c3ccccc3)cc2)csc1NC(=O)CCC(=O)O,8.2%,20.7%,?,-0.1,-0.4,-24.8%,-1.0,0.8,7.9%
COc1ccccc1/C=C1/SC(=S)N(C(C)C(=O)NC2C=CS(=O)(=O)C2)C1=O (configuration not stated),0.0%,14.5%,7.0%,0.3,0.5,-12.2%,-1.6,-11.3,18.8%
C=CCOc1ccc(C=NNc2ccc(S(=O)(=O)Nc3ccccc3C(=O)O)cc2[N+](=O)[O-])cc1OC,-7.9%,-6.9%,/,/,/,?,/,/,-11.1%
C/C(=N\NC(=O)C(=O)Nc1c(C)n(C)n(-c2ccccc2)c1=O)c1ccc(Cl)s1,-10.5%,-1.1%,-2.7%,-0.4,-1.4,-16.5%,9.9,1.7,-8.9%

# Other compounds follow:
SMILES,TrxR1 substrate,mIDH1 inhibitor,Pin1 inh,D2 agonist,TRHR ag,USP1 inh,D2 antagonist,TRHR PAM,TrxR1 inh
COc1ccccc1N(C(=O)c1ccco1)C(C(=O)NC1CCCC1)c1ccncc1 (configuration not stated),5.3%[0.0914 µM],15.3%,7.6%,1.1,0.4,-1.3%,-16.7,3.6,3.2%[57.1 µM]
CCn1c(SCC(=O)Nc2cc(C)on2)nnc1-c1ccc(S(=O)(=O)N2CCCC2)cc1,11.5%,1.7%,-0.5%,-1.7,-1.7,-5.7%,-12.8,1.2,4.2%
COc1ccc(NC(=O)CSc2nnc(-c3ccccn3)n2-c2ccccc2)cc1OC,5.0%,0.9%,3.0%,/,-0.3,-13.7%,/,0.6,12.5%
O=C(CN1NS(=O)(=O)c2ccccc2C1=O)Nc1ccccc1OC(F)F,-4.4%,1.3%,-11.4%,-0.1,-0.2,-9.4%,-4.7,4.3,12.6%[57.1 µM]
Cc1ccc(S(=O)(=O)n2c(C)nc3cc(C)ccc32)cc1,5.8%,-1.9%,0.5%,1.4,0.7,-13.6%,-15.8,11.8,8.7%
CC(C)c1ccc(S(=O)(=O)c2nnn3c2nc(N2CCCC2)c2sccc23)cc1,7.4%,6.3%,-5.0%,1.0,0.1,-21.0%,/,4.2,19.4%

# This is a subset; count on the stated rates, not on these rows.
